Bioassay records: PubChem, National Center for Advancing Translational Sciences (NCATS)
TDP-43 yeast inh: TDP-43 toxicity inhibition in yeast. actives 1.8% (n = 410,000). AID 652104. TDP-43 expressing yeast growth rescue, BacTiter-Glo, 24 h. Potency, µM (series often up to 46.1 µM), without a hit: at the top dose growth rescue (activation), usual class: activators; also: % of control where 0% means no effect; nearly all actives have a fitted effect of over 50% in size
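Yeast cells expressing TDP-43 under galactose induction are exposed to compounds for 24 hr at 30 deg C. BacTiter-Glo luminescence measures growth, so protective compounds score as activators.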
GLP-1R agonist: GLP-1 receptor (human) agonism. HEK293 GLP-1R CRE-luciferase, luminescence, 4-6 h; cells express a hypersensitive GLP-1R form. AID 624172. actives 0.007% (n = 380,000). Potency, µM (series often up to 45.6 µM), inactives show top-dose activation, actives largely listed as activators; also: % of control where 0% means no effect
Target sequence (P43220 whole entry, looked up): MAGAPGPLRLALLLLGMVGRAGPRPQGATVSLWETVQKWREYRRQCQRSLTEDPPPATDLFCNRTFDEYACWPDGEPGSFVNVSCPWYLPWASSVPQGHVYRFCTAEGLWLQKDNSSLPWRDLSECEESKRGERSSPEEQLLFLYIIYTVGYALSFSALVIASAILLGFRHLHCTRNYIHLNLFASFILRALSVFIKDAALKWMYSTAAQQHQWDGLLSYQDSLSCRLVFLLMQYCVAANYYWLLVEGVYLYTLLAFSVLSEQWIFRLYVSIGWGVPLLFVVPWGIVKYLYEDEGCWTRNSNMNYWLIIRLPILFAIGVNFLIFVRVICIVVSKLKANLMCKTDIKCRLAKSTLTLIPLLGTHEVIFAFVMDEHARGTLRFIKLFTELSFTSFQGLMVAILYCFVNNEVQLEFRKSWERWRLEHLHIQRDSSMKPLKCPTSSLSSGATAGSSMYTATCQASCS
HT1080 IDH1KD tx: kills HT-1080 cells with IDH1 knockdown | HT-1080 IDH1 knockdown viability, ATP luminescence, 48 h | Potency, µM (titrated, usually from 46.1 µM), without a hit: top-dose activity, negative = toxicity, usual class: cytotoxic | actives 2% (n = 360,000) | AID 686971;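 also: 0% = DMSO wells and -100% = cell-free medium wells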
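Knockdown cells (IDH1KD HT-1080) received compounds 2 h after plating at 750 cells/well and were kept 48 h at 37 °C in 5% FBS RPMI. A CellTiter-Glo luminescence read gave % activity for curve fitting.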
HEK293 tox: cytotoxicity in counter-screen for GLP-1R inverse agonists. HEK293 cAMP-luciferase reporter cells, luminescence, 24 h. Potency, µM (series often up to 38.3 µM), without a hit: at the top dose activity change, negative = inhibition, hits mostly inhibitors. actives 0.13% (n = 410,000). AID 624418;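 also: loss of luciferase light is scored as toxicity; % is scaled to controls: 0 for no effect and ±100 for the full control effect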
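Luminescence readout: signal drop marks cytotoxicity. Plated cells grew 12 h at 37 °C, 5% CO2, received 23 nL compound for 24 h, then got luciferase reagent, read after 12 min at RT.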
SW480 rereplic: induces DNA re-replication in SW480 colon adenocarcinoma cells; SW480 DNA re-replication, Hoechst DNA content imaging, 48 h; Potency, µM (titrated, usually from 46.1 µM), for inactives: top-dose re-replication activation, usual class: activators; actives 1.8% (n = 340,000); AID 624297; also: % of control where 0% means no effect; nearly all actives have a fitted effect of over 55% in size
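250 cells/well; 23 nL cpd via pin tool; 48 hr, 37 C, 5% CO2; Hoechst 40 min; imager read of total nuclear intensity, ex 405/em 500-530 nm.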
GLP-1R inv ag: GLP-1 receptor (human) inverse agonism; P43220; HEK293 GLP-1R CRE-luciferase, luminescence, 24 h; GLP-1R form is constitutively active; Potency, µM (doses to about 38.3 µM), inactives show at the top dose activity change, negative = inhibition, usual class: inhibitors; actives 1.6% (n = 410,000); AID 624417; also: % is scaled to controls: 0 for no effect and ±100 for the full control effect; nearly all actives have a fitted effect of over 55% in size
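HEK293 cells stably co-expressing constitutively active GLP-1R and a cAMP-responsive luciferase reporter were seeded in DMEM with 10% Nu serum, given compounds after 12 h, and incubated 24 h at 37 deg C. Luminescence was then read.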
KB-3-1 cytotox: kills parental KB-3-1 adenocarcinoma cells; KB-3-1 viability, CellTiter-Glo ATP luminescence, 72 h; Potency, µM (highest dose often 46.1 µM), without a hit: top-dose activity change, negative = cytotoxic, most hits filed as cytotoxic; actives 1.4% (n = 400,000); AID 1347075; also: % is scaled to controls: 0 for no effect and ±100 for the full control effect; nearly all actives have a fitted effect of over 60% in size
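Here the drug-naive KB-3-1 line serves as comparator for MDR sub-line selectivity; cells received compound titrations, 72 h at 37 °C, then CellTiter-Glo readout.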
HT1080NT lethal: kills 2HG-producing HT-1080-NT fibrosarcoma cells; HT-1080-NT fibrosarcoma viability, CellTiter-Glo ATP luminescence, 48 h; Potency, µM (doses to about 46.1 µM), for the others: at the top dose activity, negative = less viability, usual class: cytotoxic; actives 1.6% (n = 360,000);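 also: NT is the 2HG producing partner of a matched IDH1 knockdown line; 0% = DMSO-treated cells and -100% = media-only wells without cells; nearly all actives have a fitted effect of over 55% in size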
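Luminescent CellTiter-Glo readout after 48 hours of compound exposure at 37 degrees C defined viability of HT-1080-NT cells. Activity was normalized to DMSO wells and cell-free media wells; concentration-response curves were fitted and assigned curve classes.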
KB-V1 MDR tox: KB-V1 MDR subline cytotoxicity; KB-V1 MDR cells viability, CellTiter-Glo, 72 h; Potency, µM (series often up to 46.1 µM), for inactives: top-dose activity change, negative = cytotoxicity, hits mostly cytotoxic; actives 3.4% (n = 400,000); AID 1347076; also: % is scaled to controls: 0 for no effect and ±100 for the full control effect; nearly all actives have a fitted effect of over 60% in size
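Potencies derive from concentration-effect curves fitted to normalized luminescence (CellTiter-Glo) of KB-V1 cells treated for 72 h at 37 degrees C in phenol-red-free DMEM containing 10% FBS.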
Active calls of the source: *; ? = inconclusive; . = no result given; & = joins results of further samples; [ ] = dose if it differs, or a comment. Calls follow the shape of the dose curve; as a rule, active = well fitted curve in the direction sought with a large enough effect; inconclusive = small, poorly fitted or top-dose-only effect, or another doubt; inactive = no such curve, though single readings can be large; an effect the other way counts as inactive or inconclusive. Potency is read from the fitted curve at half-maximal effect.

item	SMILES	GLP-1R agonist	HT1080 IDH1KD tx	GLP-1R inv ag	TDP-43 yeast inh	KB-3-1 cytotox
1	CSc1nsc(SC)c1C(=O)NCCNS(=O)(=O)c1ccc(C)cc1	-2%	9%	-1%	0%	-4%
2	CC(C)CCOc1ccc(C(=O)NNC(=O)CNC(=O)c2ccccc2F)cc1	-6%	-1%	-17%	14%	.
3	O=C(O)C[C@H]1c2ccccc2S(=O)(=O)N1c1ccccc1	-4%	7%	4%	18%	16%&6%
4	O=C(c1ccco1)N1CCN(S(=O)(=O)c2c(Cl)cccc2Cl)CC1	-2%	-4%	5%	16µM*	?
5	c1cn(CCCNC2CCCCCCC2)cn1	-2%	12%	6%	-12%	9%
6	O=C(Nc1ccccc1)c1ccc(NCc2ccco2)c(S(=O)(=O)N2CCOCC2)c1	-1%	0%	-19%	26%	-9%
7	CN1CCN(NS(=O)(=O)c2ccc(Cl)s2)CC1	0%	0%	27%	-17%	1%
8	O=C(O)CCC(NC(=O)OCc1ccccc1)C(=O)O (centres undefined)	-2%	9%	1%	-20%	2%
9	c1ccc(C(c2ccccc2)c2ccn[nH]2)cc1	2%	0%	?	13%	2%
10	Cc1ccccc1NC(=O)Cc1nc(-c2c[nH]c(C(=O)N3CCCC3)c2)cs1	15%	-7%	29%	6%	-4%

item	HEK293 tox	HT1080NT lethal	SW480 rereplic	KB-V1 MDR tox
1	-7%	4%	-5%	-8%
2	-10%	0%	4%	.
3	1%	11%	-11%	?
4	23%	-7%	?	-18%
5	17%	4%	-13%	13%
6	1%	0%	3%	-27%
7	31%	-4%	-9%	-5%
8	-11%	9%	0%[9.22 µM]	2%
9	-7%	-6%	-3%	-3%
10	-21%	0%	-21%	-8%

Single records, as listed above. Values in the order: GLP-1R agonist | HT1080 IDH1KD tx | GLP-1R inv ag | TDP-43 yeast inh | KB-3-1 cytotox | HEK293 tox | HT1080NT lethal | SW480 rereplic | KB-V1 MDR tox
CC(C)CCOc1ccc(C(=O)NNC(=O)CNC(=O)c2ccccc2F)cc1 across the screens: -6% | -1% | -17% | 14% | . | -10% | 0% | 4% | .
CSc1nsc(SC)c1C(=O)NCCNS(=O)(=O)c1ccc(C)cc1 across the screens: -2% | 9% | -1% | 0% | -4% | -7% | 4% | -5% | -8%
c1ccc(C(c2ccccc2)c2ccn[nH]2)cc1 across the screens: 2% | 0% | ? | 13% | 2% | -7% | -6% | -3% | -3%
O=C(c1ccco1)N1CCN(S(=O)(=O)c2c(Cl)cccc2Cl)CC1 across the screens: -2% | -4% | 5% | 16µM* | ? | 23% | -7% | ? | -18%
O=C(Nc1ccccc1)c1ccc(NCc2ccco2)c(S(=O)(=O)N2CCOCC2)c1 across the screens: -1% | 0% | -19% | 26% | -9% | 1% | 0% | 3% | -27%

Next part:
item	SMILES	GLP-1R agonist	HT1080 IDH1KD tx	GLP-1R inv ag	TDP-43 yeast inh	KB-3-1 cytotox
11	CCCCOc1ccc(C(=O)NCC(=O)NNC(=O)c2ccco2)cc1	-4%	11%	-4%	12%	2%
12	CN(C)c1ccc(NC(=O)Nc2ccc3c(c2)c(=O)n(C)n3-c2ccccc2)cc1	28%	?	?	5%	-5%
13	COc1cccc(N/C(SCc2cccc([N+](=O)[O-])c2)=C(/C#N)C(N)=O)c1	6%	16µM*	?	13%[9.22 µM]	11%
14	COc1cccc(OCCSc2nc3ccccc3n2CC(=O)N2CCOCC2)c1	.	.	3%	12%	0%
15	CC(C)(C)Cc1nnc(NC(=O)c2cc(-c3ccccc3)nc3ccccc23)s1	1%	1%	-9%	23%	-18%
16	COc1ccc(/C(C)=N/NC(=O)c2nc(C)cc(C)n2)cc1	-3%	4%	11%	11%	12%
17	Cc1ccc(C(=O)N2CCN(CCNC(=O)C(=O)Nc3ccc(Cl)cc3)CC2)cc1	0%	3%	23%	-2%	-9%
18	CC(C)=CCN1CCN(CCCn2cccn2)CC1CCO (centres undefined)	7%	1%	5%	-29%[0.397 µM]	-10%
19	CCOC(=O)c1cc(C#N)c(NCc2ccccc2)nc1C	4%	-12%	0%	1%	4%
20	CCc1ccc(OCC(=O)O/N=C(\N)c2cccnc2)cc1	8%	-3%	-22%	13%	-16%

item	HEK293 tox	HT1080NT lethal	SW480 rereplic	KB-V1 MDR tox
11	-2%	1%	-2%	?
12	-30%	16µM*	.	-2%
13	6%	?	?	?
14	0%	.	.	-1%
15	-1%	-3%	2%	0%
16	26%	15%	-5%	-5%
17	1%	7%	26%	-3%
18	-8%	-4%	3%	-6%
19	-18%	3%	-1%	?
20	-4%	3%	-15%	-3%

Remaining list, next part
item	SMILES	GLP-1R agonist	HT1080 IDH1KD tx	GLP-1R inv ag	TDP-43 yeast inh	KB-3-1 cytotox
21	CC1CSc2nc3sc4c(c3c(=O)n21)CCCC4 (centres undefined)	39%	-3%	7%	?	-17%
22	COc1ccc(OC)c(C(=O)C2COC(=O)C2)c1 (centres undefined)	-20%	-15%	-27%	28%	12%
23	Cc1cc(C)cc(NC(=O)c2sc3nc(C)cc(C)c3c2N)c1	22%	-16%	19%	?	3%
24	NC(=O)c1cc(S(=O)(=O)NCCCc2ccco2)cs1	6%	-6%	5%	10%	-24%
25	COc1ccc(NC(=O)CSC2=NC(=O)CC(C)=N2)cc1	3%	10%	-5%	-18%	1%
26	CSc1ccc(/C=C/c2nc3ccccc3n2S(=O)(=O)c2ccc(Br)cc2)cc1	-14%	.	?	-43%[inhibitor]	?
27	COc1ccccc1CN1CCNC(=O)C1CC(=O)N(C)Cc1nc(C)cs1 (centres undefined)	0%	25%	12%	2%	-4%
28	C=CCn1c(SCC(=O)N(CC)C2CCS(=O)(=O)C2)nc2ccccc2c1=O (centres undefined)	-1%	1%	6%	18%	0%
29	O=C(NCc1ccc2c(c1)OCO2)C(=O)NCC1OCCCN1S(=O)(=O)c1cc(F)ccc1F (centres undefined)	-2%	0%	-14%	-14%	-3%
30	O=C(CSc1ccc2ccccc2c1)NCCc1ccc(O)c(O)c1	12%	?	35%[activator]	18%	-6%

item	HEK293 tox	HT1080NT lethal	SW480 rereplic	KB-V1 MDR tox
21	12%	-13%	-1%	?
22	-18%	?	?	?
23	48%[activator]	-4%	?	-17%
24	8%	-26%	-4%	-4%
25	-9%	2%	-2%	10%
26	-12%	.	.	?
27	-5%	21%	0%	3%
28	-43%	1%	-8%	7%
29	-2%	4%	1%	20%
30	-4%	-27%	0%	-21%

Continued:
item	SMILES	GLP-1R agonist	HT1080 IDH1KD tx	GLP-1R inv ag	TDP-43 yeast inh	KB-3-1 cytotox
31	CCc1ccccc1Nc1nc(N)nc(COC(=O)c2cccn2C)n1	24%	6.3µM*	-2%	-14%	-28%
32	CCN1CCN(/C=N/c2nc(C)cs2)CC1	-8%	7%	26%	-13%	9%
33	COc1ccc([N+](=O)[O-])cc1NC(C)C	-2%	6%	-8%	3%	4%
34	COCCN1C(=O)c2ccccc2C(C(=O)Nc2ccc3c(c2)OCCO3)C1c1ccc(F)cc1 (centres undefined)	6%	0%	6%	-3%	0%
35	Cc1nc2scc(C)n2c(=O)c1S(=O)(=O)NCc1ccccc1	-5%	14%	-4%	2%	4%
36	Cc1ccc(C)c(NC(=S)NCCN2CCOCC2)c1	8%	20%	30%[activator]	5%	0%
37	O=C(O)c1cc(S(=O)(=O)N2CCCCC2)ccc1Cl	-1%	17%	-15%	-4%	-1%
38	Cc1ccc(C(=O)Nc2cccc(C(=O)NC3CCCCC3)c2)cc1	9%	?	?	-9%	-16%
39	Cc1nnc(N2CCC(C(=O)NCCc3ccccc3)CC2)c2nn(-c3ccccc3)c(C)c12	.	.	5%	-13%	-7%
40	CCOc1ccc(C(O)c2nccn2Cc2ccccc2)cc1 (centres undefined)	12%	-2%	?	-9%	-4%

item	HEK293 tox	HT1080NT lethal	SW480 rereplic	KB-V1 MDR tox
31	-8%	?	13%	15µM*
32	8%	4%	-4%	4%
33	3%	4%	-94%[inhibitor]	?
34	13%	-1%	-1%	?
35	-7%	4%	0%	-2%
36	-1%	16%	-1%	12%
37	2%	13%	-1%	6%
38	-20%	-30%	5%	?
39	0%	.	.	0%
40	16%	-7%	-2%[9.22 µM]	-3%

(cont.)
item	SMILES	GLP-1R agonist	HT1080 IDH1KD tx	GLP-1R inv ag	TDP-43 yeast inh	KB-3-1 cytotox
41	Cc1cccc(NC(=O)Cn2nc(C(F)(F)F)cc2C2CC2)c1	5%	?	-28%	-13%	-14%
42	O=C1c2cccc3cccc(c23)C(=O)N1c1ccccc1Cl	20%	-3%	43%[activator]	15%	-1%
43	O=C(c1ccccc1)N1CCN(S(=O)(=O)c2ccccc2)CC1	0%	6%	7%	20%	?
44	COc1c(/C=N/NS(=O)(=O)c2ccc(C)cc2)c(CCN(C)C(C)=O)cc2c1OCO2	2%	19%	6%	11%	20%
45	CCOC(=O)C(=CNc1cccc(C)n1)C(=O)OCC	1%	0%	0%	21%	2%
46	COc1ccc(Cc2nnc(NC(=O)c3cccs3)s2)cc1	1%	-1%	17%	-9%	0%
47	CC(C)(C)C(=O)Nc1ccc(C(=O)N/N=C/c2ccccc2OC(=O)c2ccc(Cl)cc2)cc1	1%	?	?	-17%	-14%

item	HEK293 tox	HT1080NT lethal	SW480 rereplic	KB-V1 MDR tox
41	-19%	?	-11%	-17%
42	-28%	4%	-3%	19%
43	-21%	6%	-7%	20%&4%
44	5%	16%	1%	4%
45	-5%	5%	-8%	6%
46	-8%	-5%	-1%	-1%
47	0%	-25%	2.6µM*	0%
